Compound activity deposited in PubChem BioAssay by several laboratories.
GPR55 antagonists: inhibition of LPI-stimulated GPR55 beta-arrestin translocation – imaging, U2OS, beta-arrestin-GFP, LPI agonist, primary screen (AID 2013); U2OS GPR55 beta-arrestin-GFP translocation imaging, LPI antagonism; higher % means a stronger effect; one-dose inhibition, % at 10 µM; IC50 in µM for titrated hits; 290,000 compounds, 0.13% hits;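 active = spots per cell inhibited over 60%, with over 100 cells counted and total cytoplasm intensity under 500,000; inconclusive = wells with under 100 cells, flagged as likely toxic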;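 also: U2OS cells stably carrying GPR55 and arrestin-GFP stimulated by 5 µM LPI near EC80; imaged beta-arrestin-GFP aggregate spots per cell after agonist stimulation; plate controls were LPI-stimulated DMSO wells for no effect and DMSO wells without LPI for full effect; some results filed as inactive read as strong as hits; confirmed hits need IC50 under 10 µM and bright autofluorescent wells are also inconclusive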
Myeloid diff MLP: myeloid differentiation induction | 360,000 compounds, 1% hits | calls only at 10 µM | ER-HoxA9 myeloid progenitors, lysozyme-GFP differentiation, flow cytometry;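 active = normalized GFP-positive differentiation at or above the plate's own cutoff, the solvent-only control mean plus 3 SD; inconclusive = no clear call, values can overlap the other calls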;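 also: cells exposed to compound for four days before flow analysis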
KOR beta-arrestin-1: kappa opioid receptor blockers – cell-based, luminescence, uHTS (AID 1778) | one-dose inhibition, % at 10 µM; IC50 in µM for titrated hits | 290,000 compounds, 0.091% hits | KOR beta-arrestin recruitment, luminescence, antagonist mode; higher % means a stronger effect; also: strong numbers were not always called active
GPR55 beta-arrestin: GPR55 agonists via beta-arrestin recruitment, primary screen, imaging, U2OS cells, beta-arrestin-GFP redistribution (AID 1961); 290,000 compounds, 0.048% hits; activation, % at 10 µM, or EC50 in µM where a hit was titrated; U2OS GPR55 beta-arrestin-GFP redistribution imaging; higher % means a stronger effect;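 active = activation above 40% with more than 50 cells counted in the well; inconclusive = wells holding fewer than 50 cells, flagged as toxic or sparse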;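 also: U2OS osteosarcoma cells stably expressing GPR55 and beta-arrestin-GFP; plate controls were DMSO negative control for no effect and LPI positive control for full effect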
HIV peptide binding: cell-free HIV fusion peptide-binding blockers – biochemical, uHTS, fluorescence dequenching, primary screen (AID 1986); cell-free peptide binding, fluorescence dequenching, 30 min; higher % means a stronger effect; inhibition, % at 20 µM; hits with a dose series show IC50 in µM; 290,000 compounds, 0.3% hits; in the data active = inhibition mostly above about 52%, no sharp cut-off; inactive = mostly below about 76%; also: some results filed as inactive read as strong as hits
GPR35 antagonists: inhibition of zaprinast-stimulated GPR35 beta-arrestin translocation – imaging, U2OS, beta-arrestin-GFP, zaprinast agonist, primary screen (AID 2058); U2OS GPR35 beta-arrestin-GFP translocation imaging, zaprinast antagonism; higher % means a stronger effect; inhibition, % at 10 µM, or IC50 in µM where a hit was titrated; 290,000 compounds, 0.052% hits;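 active = inhibition of at least 50% with at least 30 cells and total cytoplasm GFP at most 10,000,000; inconclusive = under 30 cells or total GFP of 10,000,000 plus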
NOD1 NF-kB reporter: NOD1 signaling inhibitors, primary screen, cell-based, luminescence, uHTS (AID 1578). 290,000 compounds, 1% hits. inhibition, % at 4 µM; hits with a dose series show EC50 in µM. NOD1-driven NF-kB luciferase reporter cells, luminescence; higher % means a stronger effect; in the data active = inhibition mostly above about 36%, no sharp cut-off; inactive = mostly below about 34%;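 also: HEK-293T reporter cells stimulated with the NOD1 agonist gamma-tri-DAP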
NOD2 inhibition: inhibition of NOD2-driven NF-kB reporter – cell-based, luminescence, uHTS, HEK293 (AID 1566); HEK293 NOD2/NF-kB luciferase reporter, luminescence; higher % means a stronger effect; inhibition, % at 4 µM; hits with a dose series show EC50 in µM; 290,000 compounds, 0.63% hits; also: many of its hits are not listed in these tables
KOR beta-arrestin-2: kappa opioid receptor activators – cell-based, luminescence, uHTS, primary screen (AID 1777) | KOR beta-arrestin recruitment, luminescence; higher % means a stronger effect | one-dose activation, % at 10 µM; EC50 in µM for titrated hits | 280,000 compounds, 0.02% hits; in the data active = activation above about 50%, passing the limit was not always enough; also: a part of the inactive calls stands beside numbers as strong as those of hits
Myeloid diff MLP GFP+ MAC1+ %: recorded beside Myeloid diff MLP, whose call it bears; GFP+ MAC1+ double positive, %; measured here: differentiation confirmed by MAC1 staining
* hit, by the source's call; i = inactive; u = inconclusive; x = no result given; [ ] = dose if it differs, or a comment. Rule as the data show it, unless noted: active = inhibition above about 50%; inactive = the rest. This is a subset; rates above refer to the full screens.

SMILES	GPR55 antagonists	Myeloid diff MLP	Myeloid diff MLP GFP+ MAC1+ %	KOR beta-arrestin-1	GPR55 beta-arrestin	HIV peptide binding	GPR35 antagonists	NOD1 NF-kB reporter	NOD2 inhibition	KOR beta-arrestin-2
Cn1nc(-c2ccc(N3CCCCC3)c(NC(=O)c3ccco3)c2)c2ccccc2c1=O	4.5%	i	0.4	40.4%	-0.2%	-2.0%	-3.7%	-29.5%	11.8%	-2.9%
Cc1ccc(NS(=O)(=O)c2ccc(OCC(=O)NCc3ccco3)cc2)cc1	-2.9%	i	0.3	-2.5%	-0.2%	0.3%	-6.7%	4.8%	-7.1%	1.3%
COc1ccc(CNC(=O)CCC(=O)Nc2nnc(CC(C)C)s2)cc1	0.4%	i	0.6	8.4%	0.0%	0.9%	-9.9%	2.2%	11.1%	5.3%
CCOc1ccc(N2C(=O)CC(N3CCN(c4ccccc4F)CC3)C2=O)cc1 (stereo unspecified)	0.0%	i	0.6	-27.8%	0.2%	-1.9%	4.2%	-15.8%	9.2%	-6.2%
CC1CCCC(NC(=O)CCC(=O)NCc2ccccc2)C1C (stereo unspecified)	-0.2%	i	0.5	-27.1%	-0.3%	2.3%	3.8%	10.3%	11.4%	0.8%
O=C(Nc1ccccc1)N1CCN(C2c3ccccc3-c3ccccc32)CC1	32.7%	i	1.3	27.0%	0.6%	-0.6%	-7.2%	9.3%	30.4%	-1.2%
O=C(NCC1CCCO1)C1CCC(CNS(=O)(=O)c2ccccc2)CC1 (stereo unspecified)	7.3%	i	0.5	9.4%	-0.2%	2.6%	-3.6%	-5.5%	-6.7%	-1.3%
CCN(CC)C(=O)CSc1nc2c(sc(=S)n2-c2ccccc2)c(=O)n1-c1ccccc1OC	24.0%	i	0.4	4.9%	0.5%	0.2%	1.6%	1.2%	9.9%	-0.4%
Cc1ccc(C)c(N2CCN(S(=O)(=O)c3ccc(-c4cc(C)no4)s3)CC2)c1	12.3%	i	1.3	-24.2%	0.0%	1.9%	-1.3%	26.6%	1.8%	8.3%
CCN(CC)S(=O)(=O)c1cccc(-c2nnc(SCC(=O)NC3CCCCCCC3)n2N)c1	5.6%	i	1.0	3.2%	0.0%	-0.9%	-20.2%	-1.8%	9.4%	-2.5%
CCN(C(=O)Cn1nc(C)n2c(cc3cc(C)ccc32)c1=O)c1ccccc1	7.6%	i	0.0	35.8%	1.1%	-1.0%	-4.2%	-13.3%	14.2%	-5.3%
Cc1ccc(Oc2ccccc2/C=N/O)cc1	2.7%	i	0.4	4.0%	0.9%	-0.3%	1.0%	35.9%	30.9%	-2.5%
O=c1c2ccccc2nc(SCc2nc3ccccc3s2)n1Cc1ccco1	-3.0%	i	6.5	-32.2%	-0.2%	-2.5%	-16.1%	-98.5%	16.4%	1.4%
Cc1ccc(SCCC(=O)OCn2nnc3ccccc3c2=O)cc1	5.9%	i	0.1	4.0%	-0.2%	-2.3%	5.2%	-2.6%	-3.3%	-3.1%
CCOC(=O)c1[nH]c(C)c(C(=O)Nc2ccc(C)cc2C)c1C	-9.9%	u	x	15.0%	-0.2%	-1.6%	-5.2%	41.8%	-11.7%	-3.0%
COc1ccc(CNCC(O)(c2ccc(Cl)cc2)c2ccc(Cl)cc2)cc1OC	0.6%	i	1.1	7.7%	-0.2%	-3.6%	0.0%	x	-5.2%	-1.8%
Cc1ccc(C(=O)Nc2ncc(Cc3ccc(SC(F)F)cc3)s2)cc1	-6.2%	u	x	14.5%	0.7%	2.7%	-3.3%	-27.4%	-34.7%	-1.1%
O=C(NN1CCOCC1)c1cc(-c2cccc(Cl)c2)nc2ccccc12	-3.4%	i	3.7	-13.4%	-0.1%	-2.7%	3.2%	-0.5%	12.4%	2.4%
CN(C)c1ccc(/C=C/c2cccc[n+]2[O-])cc1	7.2%	i	0.2	3.7%	-0.1%	15.6%	0.0%	2.7%	-54.8%	1.3%
CCOC(=O)N1CCC(NC(=S)Nc2ccc3nc(N4CCN(CC)CC4)cc(C)c3c2)CC1	7.6%	i	0.6	-11.8%	1.8%	-1.1%	-4.6%	48.8%*	10.9%	3.0%
Cc1cs/c(=N\N=C\c2cccc([N+](=O)[O-])c2)n1Cc1ccco1	10.4%	i	0.7	34.3%	0.5%	0.7%	2.5%	-10.5%	10.9%	-2.8%
CCNc1ccc(S(=O)(=O)N(C)C)cc1NCC(=O)Nc1ccccc1Cl	3.2%	i	0.6	-19.2%	-0.5%	0.7%	8.9%	-12.5%	24.0%	0.4%
Cc1ccc(-c2nc(C#N)c(N3CCCCC3)o2)cc1	9.3%	i	3.0	7.6%	-0.1%	0.9%	-5.3%	-16.1%	-5.3%	-4.5%
CCOC(=O)c1sc(NC(=O)CN(CC(C)C)CC(C)C)c(C(=O)OCC)c1C	0.4%	i	0.7	-3.8%	0.3%	0.6%	-5.1%	16.6%	16.3%	-3.3%
O=C(COc1cccc(-n2cnnn2)c1)N1CCOCC1	10.6%	i	2.5	5.3%	-0.2%	12.2%	-6.1%	-26.0%	3.7%	1.8%
CC1CC(=O)N(CC(=O)Nc2ccc(Br)cc2)c2ccccc2S1(=O)=O (stereo unspecified)	10.8%	i	1.1	20.0%	0.3%	1.0%	-5.3%	-28.4%	-12.1%	-2.0%
Clc1ccc2nc3ccccn3c2c1	-13.3%	i	0.9	10.3%	0.2%	-0.4%	0.4%	9.2%	-0.5%	28.1%
COC(=O)C1=C(CS(=O)(=O)c2ccc(OC)cc2)NC(=O)NC1c1ccccc1 (stereo unspecified)	-5.7%	i	1.6	-50.1%	1.1%	-0.7%	-1.6%	-20.2%	-10.4%	3.6%
COc1ccc2o/c(=N/NC(=S)Nc3ccccc3)c(C(N)=O)cc2c1	5.8%	x	x	7.8%	-0.2%	3.2%	-1.9%	15.9%	7.8%	-2.9%
Cc1nc(C(F)(F)F)ccc1C(=O)Nc1ccc2ccccc2n1	-14.4%	i	0.6	10.8%	-0.3%	-1.7%	-1.7%	-3.7%	0.2%	-3.9%
CCCN(CCC)C(=O)C1CCCN1S(=O)(=O)c1cccc2nsnc12 (stereo unspecified)	3.1%	i	0.6	19.2%	0.8%	-0.5%	-6.9%	2.7%	-163.2%	-4.1%
O=C1CC(C(=O)NC2CCCCC2)C2(CCCCC2)O1 (stereo unspecified)	5.9%	i	0.6	-28.0%	-0.1%	0.7%	-12.6%	-36.9%	11.0%	-1.8%
Cc1ccc(NC(=S)N(CCN2CCCCC2)Cc2ccco2)cc1C	7.9%	i	1.0	3.7%	0.1%	-1.9%	-15.1%	-34.3%	-6.9%	5.9%
N#Cc1c(-c2ccc(F)cc2)noc1N	-0.4%	i	2.5	3.7%	0.3%	-2.2%	-3.3%	7.6%	-37.1%	1.0%
Cc1cccc(NC(=O)NNC(=O)c2sccc2-n2cccc2)c1	-0.7%	i	0.2	-44.3%	-0.2%	-2.3%	7.9%	-18.6%	-7.8%	3.8%
CC(C(=O)N(C)C)N1c2cccc3cccc(c23)S1(=O)=O (stereo unspecified)	3.1%	i	1.0	-13.2%[20 µM]	-0.2%	0.4%	4.5%	8.5%	13.3%	-4.5%
O=C(Nc1ccc(N2CCCC2=O)cc1)c1cncc(Br)c1	9.5%	i	2.0	0.7%	0.0%	4.3%	0.8%	33.2%	17.5%	-1.8%
Cc1ccc(-c2c[n+](CC(=O)c3ccc(Br)cc3)c3n2CCCCC3)cc1	0.8%	i	0.4	-12.8%	0.7%	-1.8%	-2.5%	22.4%	8.8%	-2.1%
O=C(NC1CCCCC1)c1ccccc1NC(=O)C1CC(=O)N(c2ccccc2)C1 (stereo unspecified)	1.5%	i	0.0	-17.0%	-0.4%	-2.0%	-13.6%	5.0%	20.6%	3.5%
CC1(C)Cc2c(sc(NC(=O)c3ccc4c(c3)OCCO4)c2C(N)=O)C(C)(C)N1	16.4%	i	0.4	-16.1%	-0.1%	2.6%	4.7%	-33.7%	9.9%	2.8%
CNC(=O)NC(=O)COC(=O)CCCSc1nc2ccccc2s1	10.7%	i	0.3	4.9%	0.8%	1.6%	-11.0%	14.7%	43.1%	0.1%
CCCCCc1nnc(NC(=O)Cc2cccs2)s1	-2.7%	i	0.4	26.3%	-0.2%	5.9%	-1.0%	-10.8%	8.3%	-2.9%
CC1CCCN(c2ccc(/C=C(\C#N)c3nn(-c4ccccc4)c(N)c3C#N)cc2[N+](=O)[O-])C1 (stereo unspecified)	6.2%	i	0.0	11.3%	0.2%	-0.6%	-1.3%	26.4%	31.3%	0.3%
COc1ccc(NC(=O)c2ccc(NCC3CCCO3)c([N+](=O)[O-])c2)cc1 (stereo unspecified)	10.1%	i	0.5	-21.1%[20 µM]	0.6%	-0.8%	1.8%	-17.6%	13.3%	x
COc1ccccc1NC(=O)Cn1cc(C(=O)C2CC2)c2ccccc21	19.9%	i	1.7	-4.4%	0.8%	1.7%	13.9%	-25.1%	2.9%	1.1%
CC(C)c1ccc(Nc2nc(Cl)nc(NCc3ccco3)n2)cc1	6.4%	i	0.0	40.3%	0.0%	1.9%	7.8%	-3.7%	13.8%	-1.2%
CCN(CC)C(=O)CSc1ncnc2sc(C)c(C)c12	6.0%	i	0.8	-38.0%	0.3%	0.5%	-2.2%	-7.9%	10.4%	0.8%
O=C(NCCc1ccc(Cl)cc1)C1CCN(S(=O)(=O)c2cccc3nonc23)CC1	4.4%	i	0.9	-64.2%	0.3%	-0.7%	-9.5%	20.5%	-2.6%	1.7%
O=c1ccn(-c2ccccc2)[nH]1	-1.6%	i	0.5	-23.8%	12.4%	-1.3%	4.5%	-14.8%	-1.6%	1.3%
Cc1cccc2c1N(CCOc1ccccc1)C(=O)C2=O	-7.1%	u	x	-29.2%	0.2%	-0.6%	-3.2%	-32.0%	-9.7%	-5.5%
O=C(CCc1nnc(CCCCc2ccccc2)o1)NCCC1CCCCO1 (stereo unspecified)	1.4%	i	0.8	-1.0%	0.4%	2.3%	-5.5%	-16.4%	14.5%	1.6%
N/C(=N\OC(=O)CCC1CCCC1)c1cccc([N+](=O)[O-])c1	2.5%	i	0.5	-36.7%	-0.3%	-0.2%	5.5%	-32.2%	-7.9%	-5.7%
CCN(CC)c1ccc(NC(=O)COC(=O)CSc2ccc(Br)cc2C)cc1	-11.8%	i	0.0	-30.2%	-0.2%	1.1%	-17.3%	24.5%	12.5%	7.9%
CCN(Cc1ccccc1)c1c(C(=O)O)cnc2c1cnn2C	12.2%	i	0.2	34.7%	0.0%	0.7%	-20.4%	-30.7%	-3.0%	-2.6%
COc1ccc(C(=O)NCC(c2cccnc2)N2CCN(c3ccc(F)cc3)CC2)cc1OC (stereo unspecified)	2.2%	i	5.7	10.3%	-0.5%	-1.9%	2.6%	0.8%	-1.5%	6.0%
